AmpC inh det: Promiscuous and Specific Inhibitors of AmpC Beta-Lactamase (assay with detergent); P00811; purified AmpC, nitrocefin hydrolysis with detergent; Potency, µM (doses to about 28.7 µM), without a hit: at the top dose activity change, negative = inhibition; 71,000 tested, 0.09% active; active = well fitted curve in the direction sought with a large enough effect
Target sequence (P00811 whole entry, looked up): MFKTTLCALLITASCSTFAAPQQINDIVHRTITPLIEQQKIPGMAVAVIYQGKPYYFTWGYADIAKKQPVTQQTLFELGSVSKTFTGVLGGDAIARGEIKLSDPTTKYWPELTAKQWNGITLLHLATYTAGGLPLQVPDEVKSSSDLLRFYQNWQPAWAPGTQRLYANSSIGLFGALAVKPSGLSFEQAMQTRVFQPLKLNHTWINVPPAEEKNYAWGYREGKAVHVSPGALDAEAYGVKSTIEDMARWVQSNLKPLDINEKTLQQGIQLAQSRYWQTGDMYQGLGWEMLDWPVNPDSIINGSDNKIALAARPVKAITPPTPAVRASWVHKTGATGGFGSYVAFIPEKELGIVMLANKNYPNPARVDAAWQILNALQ
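E. coli AmpC (5.3 nM) in 20 mM phosphate pH 7.0 with 0.01% Triton X-100, preincubated 15 min RT with compound; nitrocefin (2 uL of 800 uM stock) hydrolysis followed by 480 nm absorbance every 20 s over 4 min.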
* = called active by the depositor; [ ] = dose if it differs, or a comment. % is scaled to controls: 0 for no effect and ±100 for the full control effect; potency is read from the fitted curve at half-maximal effect. The list is partial; the hit share may differ from the screen's.

SMILES | AmpC inh det
CCS(=O)(=O)N1CCN(C(=O)c2ccc(-c3ccccc3)cc2)CC1 | -1%
COc1ccc(S(=O)(=O)NCc2ccc(C(=O)N3CCN(c4ccccn4)CC3)cc2)cc1 | -1%
CN(c1ccccc1C(=O)NCc1ccccn1)S(C)(=O)=O | -2%
Cc1ccc2c(c1)-c1c(cnn1CC(=O)NC(C)CCc1ccco1)CO2 (stereo not drawn) | 11%
COc1ccc(NC2=CC(=O)CC(C)(C)C2)cc1OC | 0%
CCOC(=O)C1=C(c2ccccc2)NC(SCC(=O)Nc2cccc(C)c2)=C(C#N)C1c1ccco1 (stereo not drawn) | 20%
O=C1CCCC2=C1C(c1ccccc1)C1=C(CCCC1=O)O2 | 0%
COc1ccc(-n2c(=O)c3c4c(sc3n3c(C)nnc23)COC(C(C)C)C4)cc1 (stereo not drawn) | -4%
COc1ccc2[nH]cc(CCNc3ccnc(-c4cccc(NS(C)(=O)=O)c4)n3)c2c1 | 6%
CCSc1nnc(NC(=O)CCNS(=O)(=O)c2cc(Br)cnc2N)s1 | -3%
C=CCCC#N | 8%
CCN1CCN(c2cc(C)c3cc(NC(=O)c4cncc(Br)c4)ccc3n2)CC1 | -4%
O=C(Cn1cnc2sc3c(c2c1=O)CCCC3)NCCC(=O)N1CCC2(CC1)OCCO2 | -3%
COCCN(CCOC)c1ncc(Cl)c(C(=O)c2c(C)cc3ccccn23)n1 | 10%
CCN1CCN(Cc2cc(=O)oc3cc4c(cc23)CCC4)CC1 | 0%
Cc1nn(C)c(C)c1S(=O)(=O)N1CCC(C(=O)NC2CCCCCC2)CC1 | 6%
COc1ccc(CCNC(=O)c2nnn(-c3ccc4c(c3)OCCO4)c2N)cc1OC | 6%
COc1ccc(CNC(=O)CSc2nnnn2-c2ccccc2)cc1 | 7%
CCOC(=O)c1c(C#N)c(SCC(=O)Nc2ccc(OC)cc2)nc2c1CN(CC)CC2 | -2%
CCOc1cccc(-c2nnc3sc(COc4ccc(OC)cc4)nn23)c1 | 0%
COCCNC(=O)CN(CC1CCCO1)C(=O)CCC(=O)Nc1ccccn1 (stereo not drawn) | -2%
Cc1nc2cnc(N(C)C)nc2n(C)c1=O | -1%
CC(=O)N1CC=CC1(CC(C)C)C(=O)O (stereo not drawn) | 15%
COC(=O)Sc1nnc(-c2ccc(Br)cc2)o1 | -12%
CCOC(=O)c1nnn(-c2nonc2N)c1CSc1ccccn1 | 12%

4 entries from above in a different format.
structure	AmpC inh det
COc1ccc(NC2=CC(=O)CC(C)(C)C2)cc1OC	0%
CCOC(=O)C1=C(c2ccccc2)NC(SCC(=O)Nc2cccc(C)c2)=C(C#N)C1c1ccco1 (stereo not drawn)	20%
O=C1CCCC2=C1C(c1ccccc1)C1=C(CCCC1=O)O2	0%
COc1ccc(-n2c(=O)c3c4c(sc3n3c(C)nnc23)COC(C(C)C)C4)cc1 (stereo not drawn)	-4%

(further entries)
SMILES | AmpC inh det
COCCn1c(=O)c(-c2cc(F)cc(F)c2)nc2cnc(Oc3cccc(Cl)c3)nc21 | 0%
CCOCCN1CCN(c2c3c(nc4cc(-c5ccc(F)cc5)nn24)CCC3)CC1 | -5%
O=C1NC2(CCCCC2)Cc2ccccc21 | 5%
O=C(CCN1c2ccccc2Sc2ccccc21)OCC(=O)N1CCN(C(=O)c2ccco2)CC1 | 10%
Cc1ccc(C2C=C(c3ccc4c(c3)OCO4)Nc3ncnn32)cc1 (stereo not drawn) | -5%
O=C(Nc1ccc2c(c1)OCO2)C(c1ccc(Cl)cc1)N1CCC2(CC1)OCCO2 (stereo not drawn) | 0%
COc1ccc(N2CCN(C(=O)CSc3ccccc3N)CC2)cc1 | 7%
CCCN1Cc2cccc(C(=O)NCCCOC(C)C)c2C1=O | -3%
COc1ccc(C(=O)N2CCC3(CCCN(c4ccccc4)C3)CC2)cc1 | -3%
Cc1ccc(N2C(=O)[C@@H]3C(c4ccc(F)cc4)=NO[C@@H]3C2=O)cc1 | -2%
COC(=O)c1ccc2c(=O)n(CCN3CCOCC3)c(=S)[nH]c2c1 | -8%
COc1ccc(-c2ccc(SCC(=O)N3CCCC3)nn2)cc1OC | 2%
O=C1CC(c2ccc3c(c2)OCO3)CN1 (stereo not drawn) | -1%
c1ccc2sc(SCc3ccc(-c4nnco4)cc3)nc2c1 | 1%
CCOc1ccc(-c2nc(-c3ccccc3)no2)cc1OCC | 10%
CC(C)(C)/C(O)=C(/C#N)c1nc2ccccc2[nH]1 | -2%
Cc1ccc(S(=O)(=O)NCC(=O)OC2CCOC2=O)cc1 (stereo not drawn) | -3%
Cc1cc(C)n2cc(CSc3nc4cc(Cl)ccc4o3)nc2n1 | -1%
CC(C)N(Cc1ccccc1)C(=O)COC(=O)c1ccc2c(c1)OCCO2 | 2%
CC1CN(c2oc(COc3ccc(Cl)cc3Cl)nc2C#N)CC(C)O1 (stereo not drawn) | -1%
Cc1ccc(-n2c(=O)[nH]cc(C(=O)Nc3ccc4c(c3)OCCO4)c2=O)cc1C | 0%
Cc1cc(C)n(-c2nc3c(c(=O)n(Cc4ccc(Cl)c(Cl)c4)c(=O)n3C)n2C)n1 | 8%
O=C(CN(C(=O)CCC(=O)Nc1nccs1)c1ccccc1F)NCC1CCCO1 (stereo not drawn) | 9%
COC(=O)c1oc2ccc(Br)cc2c1-n1cccc1 | 6%
Cc1ccc(P(=Nc2ccccc2)(N2CCOCC2)N2CCOCC2)o1 | -1%
Additional structures follow.
SMILES | AmpC inh det
CC1CCN(c2ccc(C(=O)NCc3cccs3)cn2)CC1 | -1%
COc1ccc(OC)c2[nH]c(=O)c(CCNC(=O)c3ccc(S(=O)(=O)N4CCCC4)cc3)cc12 | 10%
CCOC(=O)Cn1c(=O)oc2cc(S(=O)(=O)Nc3ccc(F)cc3)ccc21 | -2%
Cc1ccccc1NC(=O)Cc1nnc(SCC(=O)N2CCN(c3ccccc3)CC2)n1C | 22%
COC(=O)C1CCN(S(=O)(=O)Cc2ccccc2)CC1 | 9%
CN(C)S(=O)(=O)c1ccc(Nc2ccc(O)c3c2C(=O)c2c([N+](=O)[O-])ccc(O)c2C3=O)cc1 | -2%[5.75 µM]
CCOC(=O)c1sc(NC(=O)c2cccc(S(=O)(=O)N3CCN(C)CC3)c2)cc1C | -1%
Cc1n[nH]c(=O)nc1N1CCN(c2ccccc2)CC1 | -6%
O=C(O)C[C@H](Nc1ccccc1)C(=O)O | -4%[5.75 µM]
c1ccc2[nH]c(NCCCN3CCOCC3)nc2c1 | -2%
CNC(=O)CSc1nnc(COc2ccc(Cl)cc2)n1CCOC | 0%
CCC(C)NC(=O)c1ccc(NC(=O)C2CCCO2)cc1 (stereo not drawn) | -3%
CCOC(=O)c1c(C)[nH]c2cc(Br)c(O)cc12 | -5%
COc1ccccc1-c1nnc(SCc2ccccn2)n1C | 2%
Cc1cccn2c(=O)c3cc(C(=O)Nc4ccc(N(C)C)cc4)n(C)c3nc12 | -3%
Oc1ccccc1C1=NCCNC(C(F)(F)C(F)F)=C1 | -2%
N/C(CC(=O)Nc1cc(C(F)(F)F)ccc1Cl)=N\O | 0%[5.75 µM]
c1ccc(COc2cccc(CN3CCN(c4ccccn4)CC3)c2)cc1 | -3%
CC1Oc2ccccc2N(CC(=O)N2CCCc3ccccc32)C1=O (stereo not drawn) | 10%
CCc1nnc(NC(=O)CSc2nnc(-c3ccc(OC)cc3)n2C)s1 | -3%
COc1ccc(NC2CC(=O)N(C(C)C)C2=O)cc1 (stereo not drawn) | 0%
CCCNC(=O)c1cccc(COCC(F)(F)C(F)F)c1 | 0%
CC1(C)CC(=O)C2=C(C1)N(CC1CCCO1)C(=O)NC2(C(F)(F)F)C(F)(F)F (stereo not drawn) | -4%
CCOc1ccc2[nH]c(=O)c(CN(Cc3ccco3)C(=O)c3cccc(F)c3)cc2c1 | -4%
CCOP(=O)(C#CC(C)(C)C)C1(O)CCCCC1 (stereo not drawn) | -3%

For reference, part of the list above:
SMILES | AmpC inh det
CC1CCN(c2ccc(C(=O)NCc3cccs3)cn2)CC1 | -1%
COc1ccc(OC)c2[nH]c(=O)c(CCNC(=O)c3ccc(S(=O)(=O)N4CCCC4)cc3)cc12 | 10%
CCOC(=O)Cn1c(=O)oc2cc(S(=O)(=O)Nc3ccc(F)cc3)ccc21 | -2%
Cc1ccccc1NC(=O)Cc1nnc(SCC(=O)N2CCN(c3ccccc3)CC2)n1C | 22%
COC(=O)C1CCN(S(=O)(=O)Cc2ccccc2)CC1 | 9%
CN(C)S(=O)(=O)c1ccc(Nc2ccc(O)c3c2C(=O)c2c([N+](=O)[O-])ccc(O)c2C3=O)cc1 | -2%[5.75 µM]
CCOC(=O)c1sc(NC(=O)c2cccc(S(=O)(=O)N3CCN(C)CC3)c2)cc1C | -1%

Next part
SMILES | AmpC inh det
CCCC[C@@H]1C[C@H]1C(NC(=O)c1cccs1)c1ccc(Cl)cc1 (stereo partly drawn) | 2%
CC(C)C(=O)N1CCN(c2ccc(NC(=O)c3ccc(Br)o3)cc2)CC1 | -5%
Cc1ccc(-n2c(Cc3cccn3C)nnc2SCC(=O)Nc2ccc3c(c2)OCO3)cc1 | -4%
CCOC(=O)c1c(N)nn(C(=O)C(C)C)c1-c1ccccc1 | -3%
CCN(CC)CCOC(=O)C1(c2ccc([N+](=O)[O-])cc2)CCCC1 | -4%
CCCCNC(=O)CC1N=C2c3ccccc3N=C(SCC(=O)Nc3ccc(OC)cc3)N2C1=O (stereo not drawn) | 0%
O=C(Cn1nnc2c(cnn2-c2ccccc2)c1=O)N1CCN(c2ccccc2F)CC1 | -3%
c1csc(CNc2nc(-c3ccoc3)nc3ccccc23)c1 | 11%
CCNS(=O)(=O)c1ccc(NC(=O)Cn2nc(C(F)(F)F)cc2C)cc1 | 8%
O=C(Nc1ccc(Nc2ccc3c(c2)C(=O)c2ccccc2C3=O)c2c1C(=O)c1ccccc1C2=O)c1ccccc1 | 1%[5.75 µM]
COc1ccccc1CNc1ccnc(-c2ccccc2Cl)n1 | 8%
CN1CCN(S(=O)(=O)c2ccc(NC(=O)c3cccs3)cc2)CC1 | -3%
COC(=O)c1ccc(NC(=O)CSc2nnc(-c3ccncc3)n2C)cc1 | 12%
COc1cccc(-c2nc(N(C)C)c3ccccc3n2)c1 | 7%
CCCSCCCNC(=O)CC1Oc2ccccc2NC1=O (stereo not drawn) | 12%
COc1ccc(C(=O)/C=C/Nc2cc(C)on2)c(OC)c1 | -2%
CC(=O)NCCOc1nc(N(C)C)nc(N2CCOCC2)n1 | -6%
CC(C)CC1NC2(C(=O)N(C)c3ccccc32)C2C(=O)N(C(C)C)C(=O)C12 (stereo not drawn) | 12%
CCOC(=O)c1cnn(CCOC(=O)Cc2cccs2)c1NC(=O)Cc1cccs1 | -3%
O=C(CCS(=O)(=O)c1ccc(Cl)cc1)Oc1ccc2c(c1)OCO2 | -4%
Cc1cc(C)n(-c2ccc(Cl)c(C(=O)OCC(=O)N3CCCCC3C)n2)n1 (stereo not drawn) | -1%
O=C1OCCC1NC1=NCCC1 (stereo not drawn) | 1%
CC(C)OCC(O)CN (stereo not drawn) | -3%
Oc1ccc(Nc2nc(N3CCCC3)c3ccccc3n2)cc1 | 30%
CCCOn1nnnc1-c1ccccc1 | -2%

Next part; it opens with the 5 that closed the last part.
SMILES | AmpC inh det
Cc1cc(C)n(-c2ccc(Cl)c(C(=O)OCC(=O)N3CCCCC3C)n2)n1 (stereo not drawn) | -1%
O=C1OCCC1NC1=NCCC1 (stereo not drawn) | 1%
CC(C)OCC(O)CN (stereo not drawn) | -3%
Oc1ccc(Nc2nc(N3CCCC3)c3ccccc3n2)cc1 | 30%
CCCOn1nnnc1-c1ccccc1 | -2%
C=CCSc1nc(N)c2c(C)c(C)sc2n1 | -4%
Cc1cccc(Nc2nc3c(c(=O)n(C)c(=O)n3C)n2Cc2ccccc2)c1 | -3%
CCOC(=O)C1=C(N)N(c2ccccc2Oc2ccccc2)C(=O)C1 | -2%
COc1ccc(NC(=O)COC(=O)c2cnccn2)cc1Cl | -2%
O=C(CSc1nnnn1-c1ccc2c(c1)OCO2)NCc1cccs1 | -1%
O=c1cc(N2CCc3ccccc32)[nH]c(=O)n1-c1ccccc1 | -5%
CN(C)S(=O)(=O)c1ccc(C(=O)Nc2ccc(F)cc2F)cc1 | 11%
O=C(O)c1cccnc1Oc1ccccc1 | -2%
N#C/C(C(=O)N1CCOCC1)=C1/SC=C(c2ccccc2)N1c1ccccc1 | 9%
CC(C)OC(=O)CSc1nnc(CNc2nc(-c3ccccc3)cs2)n1C | 12%
C[C@H]1C2=C3C(CC[C@H]4C(OCc5ccc(F)cc5C(F)(F)F)OC[C@](C)([C@@H]34)N(C(=O)OC(C)(C)C)C2)C2COC(=O)OCC21 (stereo partly drawn) | 0%
N#Cc1cc2c(nc1SCC(O)CS(=O)(=O)Cc1ccccc1)CCCC2 (stereo not drawn) | 21%
Cc1cc(-c2ccco2)n2c(nc3ccccc32)c1C#N | 11%
COc1ccc(NC(=O)Cn2nnc(-c3ccccc3F)n2)cc1Cl | 2%
CC(=O)c1cn(CC(=O)Nc2ccccc2)c2ccccc12 | -5%
N#CCSc1nc(Nc2ccc3c(c2)OCO3)c2ccccc2n1 | 2%
COc1cc([C@@H](O)CO)ccc1OS(=O)(=O)O | -2%
CSc1nsc(SC)c1NC(=O)OC1CCCCC1 | -3%
CCCCCCC1/C(=N/O)CCC1C(=O)OC (stereo not drawn) | 3%
CCCS(=O)(=O)C(=C1Nc2ccccc2N1)S(=O)(=O)CCC | -4%
Cc1nn(C)c(C)c1CNC(=O)c1nn2c(c1Cl)NC(c1cccs1)CC2C(F)(F)F (stereo not drawn) | 15%
Nc1nnc(-c2cccnc2)s1 | -3%
CC(=O)[C@H]1CC[C@H]2[C@@H]3C=CC4=CC(=O)CC[C@@]4(C)[C@H]3CC[C@]12C | -2%[12.8 µM]
CCN1CCC[C@H]1CNC(=O)c1c(O)c(Cl)cc(Cl)c1OC | -2%

Some of the entries so far, as a markdown table:
| structure | AmpC inh det |
| --- | --- |
| Nc1nnc(-c2cccnc2)s1 | -3% |
| N#Cc1cc2c(nc1SCC(O)CS(=O)(=O)Cc1ccccc1)CCCC2 (stereo not drawn) | 21% |

Assay outcomes deposited in PubChem by National Center for Advancing Translational Sciences (NCATS).
